# EPAC1 antag: blocks human EPAC1 exchange factor | EPAC1 GEF assay, Rap1b-BODIPY-GDP exchange fluorescence | Potency, µM (top dose mostly 115 µM), inactives show at the top dose activity change, negative = inhibition, hits mostly inhibitors | 0.14% of 360,000 active | AID 720709;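 further: potency means the concentration at half of the fitted maximal effect; plate controls were vehicle for no effect and positive control for full effect; nearly all actives have a fitted effect of over 50% in size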
# EPAC2 ag: agonists of human EPAC2 (RAPGEF4). EPAC2 activation, biochemical qHTS; response scale: 100% = 6.5 mM cAMP response. Potency, µM (series often up to 154 µM), for the others: top-dose activation, usual class: activators. 0.079% of 360,000 active. AID 720711; further: potency means the concentration at half of the fitted maximal effect; nearly all actives have a fitted effect of over 50% in size
#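 Fluorescence exchange assay: 100 nM EPAC2 with 250 nM RAP1B-BODIPY-GDP and 50 uM GDP; compounds tested as a concentration-titration series (qHTS). Loss of Rap1-bound BODIPY-GDP fluorescence read at 480/540 nm; data normalized to 6.5 mM cAMP.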
# EPAC1 agonist: activates human EPAC1 exchange factor; O95398; AID 720707; Potency, µM (titrated, usually from 154 µM), for the others: top-dose activation, usual class: activators; EPAC1 agonist qHTS, biochemical assay; response scale: 100% = response to 6.5 mM cAMP; 0.073% of 360,000 active; further: potency means the concentration at half of the fitted maximal effect; nearly all actives have a fitted effect of over 60% in size
#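 Fluorescent GDP-exchange assay: 100 nM EPAC1 with 250 nM Rap1B preloaded with BODIPY-GDP and 50 uM GDP; compounds tested as concentration series, 5 min at room temperature, then read every 5 min for 30 min (ex 480/em 540 nm); normalized to 6.5 mM cAMP.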
# CCT chaperon mod: changes cytosolic chaperonin activity; purified chaperonin ATPase assay, HTRF ADP detection, 30 min; AID 651819; activity change, % (concentration not given with the values), hits read low; 0.3% of 360,000 active; in the data active means activity change below about -30%; further: on the % scale 0 is the no-effect control and ±100 the full control effect
#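 TRiC at 40 or 20 nM final (batch-dependent) in 30 mM Tris pH 7.4, 100 mM KCl, 5 mM MgCl2, 1 mM DTT, with compound at single 76 uM and 10 uM ATP, 30 min at 37 deg C. ADP detected by HTRF Transcreener, 665/615 ratio.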
# PLK1 PBD block: PLK1 (human) polo-box domain binding inhibition. P53350. Plk1 PBD binding of FITC phosphopeptide, fluorescence polarization. Potency, µM, for inactives: max response, negative = inhibition, most hits filed as inhibitors. 2.8% of 360,000 active. AID 720504; further: potency means the concentration at half of the fitted maximal effect; series mostly up to about 57 µM; on the % scale 0 is the no-effect control and ±100 the full control effect; nearly all actives have a fitted effect of over 65% in size
# WRN inhibitor: blocks human WRN helicase; Q14191; WRN helicase unwinding, fluorescent forked duplex, kinetic; Potency, µM (highest dose often 114 µM), without a hit: at the highest dose activity change, negative = inhibition, hits mostly inhibitors; 0.46% of 360,000 active; AID 651768; further: potency means the concentration at half of the fitted maximal effect; on the % scale 0 is the no-effect control and ±100 the full control effect; nearly all actives have a fitted effect of over 55% in size
# Target sequence (Q14191 whole entry, looked up): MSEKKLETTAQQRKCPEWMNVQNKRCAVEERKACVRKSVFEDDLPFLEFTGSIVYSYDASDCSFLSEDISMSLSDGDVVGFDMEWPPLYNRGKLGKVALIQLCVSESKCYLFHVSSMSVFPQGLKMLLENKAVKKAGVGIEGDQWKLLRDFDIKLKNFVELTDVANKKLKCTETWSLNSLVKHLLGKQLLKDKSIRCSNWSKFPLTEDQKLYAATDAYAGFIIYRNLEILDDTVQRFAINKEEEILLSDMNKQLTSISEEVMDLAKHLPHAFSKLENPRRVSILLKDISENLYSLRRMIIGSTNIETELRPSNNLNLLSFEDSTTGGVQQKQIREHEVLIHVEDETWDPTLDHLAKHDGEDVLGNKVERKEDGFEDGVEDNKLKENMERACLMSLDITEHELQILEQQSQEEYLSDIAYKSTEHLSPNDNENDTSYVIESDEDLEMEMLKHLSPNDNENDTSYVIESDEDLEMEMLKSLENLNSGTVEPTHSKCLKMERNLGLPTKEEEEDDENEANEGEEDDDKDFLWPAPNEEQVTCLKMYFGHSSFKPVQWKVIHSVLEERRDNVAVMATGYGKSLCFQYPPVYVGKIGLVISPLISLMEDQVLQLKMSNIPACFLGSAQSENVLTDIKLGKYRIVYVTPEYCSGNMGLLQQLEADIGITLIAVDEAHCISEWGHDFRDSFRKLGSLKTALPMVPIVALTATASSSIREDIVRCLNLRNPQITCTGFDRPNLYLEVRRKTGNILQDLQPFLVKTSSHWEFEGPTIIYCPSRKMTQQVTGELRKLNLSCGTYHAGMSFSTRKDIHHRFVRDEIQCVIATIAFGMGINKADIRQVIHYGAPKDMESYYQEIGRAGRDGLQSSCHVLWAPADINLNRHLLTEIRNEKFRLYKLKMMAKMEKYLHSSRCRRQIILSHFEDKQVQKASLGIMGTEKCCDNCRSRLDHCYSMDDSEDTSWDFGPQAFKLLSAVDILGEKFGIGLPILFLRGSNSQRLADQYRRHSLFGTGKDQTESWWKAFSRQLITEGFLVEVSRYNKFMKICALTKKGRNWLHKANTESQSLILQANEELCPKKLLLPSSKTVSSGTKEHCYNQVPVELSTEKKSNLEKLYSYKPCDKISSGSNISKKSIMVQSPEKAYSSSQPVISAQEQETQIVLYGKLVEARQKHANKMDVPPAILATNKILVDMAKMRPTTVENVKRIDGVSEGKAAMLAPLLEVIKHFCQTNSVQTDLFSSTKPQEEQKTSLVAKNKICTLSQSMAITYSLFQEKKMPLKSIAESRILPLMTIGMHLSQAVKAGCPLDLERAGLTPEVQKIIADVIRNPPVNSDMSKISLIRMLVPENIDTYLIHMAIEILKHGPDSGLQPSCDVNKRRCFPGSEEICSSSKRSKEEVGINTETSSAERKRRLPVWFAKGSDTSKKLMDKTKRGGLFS
#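 Enzyme (20 nM final) and test compound sit together 15 min at room temperature before substrate addition. Substrate is a single-forked duplex oligonucleotide (100 nM) labelled with fluorophore and quencher, with 2 mM ATP; helicase unwinding raises red fluorescence, read kinetically.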
# PI5P4K alpha inh: blocks human PI5P4K alpha kinase activity | P48426 | PI5P4Kalpha enzyme, ADP-Glo luminescence, 60 min; active compounds read low | max response, % | 1.2% of 330,000 active; active means max response of -50% or lower; inconclusive means between -30% and -50%; inactive means -30% or higher; further: value at the top dose of about 77 µM; on the % scale 0 is the no-effect control and ±100 the full control effect
#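 Single end-point luminescence (ADP-Glo) quantified ADP from PI5P4Kalpha turnover; ATP 5 microM final, 1 h at RT, 0.1% CHAPS and 0.28 mM EGTA in HEPES pH 7.4.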
# IL2 activator: activates IL-2 in a cell-based reporter assay; IL-2 activation reporter assay, cell-based qHTS; stimulated with anti-CD3/CD4/CD28 beads; in transgenic mouse T cells; 0.065% of 360,000 active; activation, % (series mostly up to about 46 µM); in the data active means activation above about 50%; inconclusive means mostly about 30% to 49%; further: 0% is about no effect
#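 EGFP and DsRed fluorescence is measured by plate cytometry in unstimulated transgenic mouse T cells exposed to compound for 60 minutes, then stimulated 18 hours at 37 degrees C with anti-CD3/anti-CD4 beads plus anti-CD28.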
# Active calls of the source: *; ? = inconclusive; . = not tested or not shown; [ ] = remark or other dose. Unless noted, the call rests on the fitted dose curve; in most records, active means well fitted curve in the direction sought with a large enough effect; inconclusive means small, poorly fitted or top-dose-only effect, or another doubt; inactive means no such curve, though single readings can be large; an effect the other way counts as inactive or inconclusive. The list is partial; rates above refer to the full screens.
SMILES,EPAC1 antag,EPAC2 ag,EPAC1 agonist,CCT chaperon mod,PLK1 PBD block,WRN inhibitor,PI5P4K alpha inh,IL2 activator
O=c1c(=NNc2ccccc2Cl)c(=O)c2ccccc12,-13.7%,0.9%,5.4%,1.2,-8.2%,-3.2%,-2.6,-1.5
Cn1nccc1NS(=O)(=O)c1ccc(F)cc1,14.3%,5.6%,1.3%,-1.2,2.0%,11.8%,1.8,-3.1
Cn1c(=O)c(-c2ccccc2N)nc2ccccc21,-6.3%,8.4%,4.9%,0.0,-9.1%,-3.5%,.,1.0
COC(C/C=C/C(=O)COCc1ccccc1)OC,-7.2%,8.7%,-1.3%,-1.4,-15.9%,-16.0%,3.5,-0.7
Cc1c(C(=O)OC2CCCCC2)sc2nc[nH]c(=O)c12,0.5%,11.1%,8.2%,-2.3,-10.3%,-13.1%,.,0.9
COc1ccc(Oc2coc3cc(O)ccc3c2=O)cc1,-23.6%,15.6%,3.4%,-1.2,-16.3%,10.2%,3.9,-0.2
Clc1ccc(CNc2ccc(CNc3ncn[nH]3)cc2)cc1,13.0%,-0.1%,-5.5%,2.9,-4.9%,-10.5%,10.8,-0.6
C/C(=N/NC(=O)c1cccs1)c1ccc(NC(=O)COc2ccc(Cl)cc2)cc1,-0.9%,3.1%,2.1%,0.4,-3.4%,1.7%,0.6,-0.4
Cc1cc(C)n(CC(=O)NNC(=O)CCCOc2ccc(Cl)cc2C)n1,-13.7%,0.2%,-0.4%,-0.4,2.2%,1.0%,0.5,0.5
CC(C)c1ccc(N(C(=O)CNC(=O)c2ccco2)C(C(=O)NC2CCCC2)c2ccncc2)cc1 (stereo not given),-7.0%,2.0%,-0.5%,-1.7,0.6%,-9.7%,2.3,0.2
O=C(Nc1ccccc1F)c1ccc2ncsc2c1,3.1%,4.0%,0.7%,-4.2,-5.4%,-0.9%,-4.6,1.8
C=C(C)CCC1(C)NC(=O)N(c2ccccc2)N1 (stereo not given),24.0%,0.1%,-1.2%,-2.3,-0.5%,6.3%,-12.3,-1.3
COc1ccccc1-c1c(NC(=O)c2ccco2)n(C)c2ccccc2c1=O,7.8%,11.1%,10.0%,1.0,-13.5%,-3.9%,-0.5,0.3
O=C(O)c1ccc(NS(=O)(=O)c2ccc3nnn(O)c3c2)cc1,-9.7%,7.6%,-10.9%,1.3,-2.1%,-4.4%,0.8,0.5
COC(=O)c1cc(S(=O)(=O)N2CCCC2=O)c(Cl)cc1Cl,-6.1%,3.1%,4.4%,-0.7,-1.1%,4.9%,-3.3,-0.6
COc1ccc(C(O)c2nc(-c3ccc4ccccc4c3)cs2)cc1 (stereo not given),-15.5%,9.4%,-7.4%,-0.5,5.0%,5.6%[57.1 µM],7.4,0.0
CC(C)=CC(=O)OCc1csc(CC(=O)Nc2ccccc2C)n1,-4.8%,-0.8%,-14.1%,0.1,1.0%,3.6%,3.6,1.7
CCNC(=O)c1ccccc1-c1nc(-c2ccccc2Cl)no1,-10.1%,0.7%,-0.5%,-3.4,11.9µM*,11.0%,-27.3,-0.2
Cc1cccc(CC2CC(=O)N(c3ccccc3)C2=O)c1 (stereo not given),-9.3%,3.9%,-0.4%,1.2,-8.4%,13.4%,15.2,-0.5
C/C(=N\NC(=O)c1ccc(N/N=C(\C)c2ccc(O)cc2)cc1)c1ccc(O)cc1,5.8%,0.3%,-1.1%,0.7,0.2%,-6.5%,-28.5,1.5
Cn1c(=O)c2c(nc(CN3CCN(c4ccc(F)cc4)CC3)n2CCN2CCOCC2)n(C)c1=O,-2.0%,2.9%,-2.2%,1.1,-4.7%,-1.8%,-0.4,-3.7
O=C(Nc1ccc(N2CCCC2)cc1)c1cc2ccccc2o1,-4.6%,2.5%,-5.4%,-2.7,-2.9%,-19.3%,-21.5,1.7
CC(C)CCn1c(Sc2nc3ccccc3o2)nc2c1c(=O)[nH]c(=O)n2C,3.2%,-1.4%,0.8%,-5.0,-9.2%,7.2%,-6.7,-2.2
COc1ccc2c(c1OC)C(=O)N(c1ncn[nH]1)C2,-3.5%,0.7%,1.1%,-20.1,-0.9%,-4.4%,5.0,0.2
O=C(Cn1ncc(Cl)c(Cl)c1=O)NCC1CCCCC1,6.9%,-1.4%,-14.7%,-1.4,-25.3%,-28.4%[57.1 µM],?,-5.6
CC(=O)N1Cc2cc(C(=O)NCC(F)(F)F)nc(-c3cccc(-c4cccnc4)c3)c2[C@H]1CCO,-1.7%,7.9%,-9.5%,-0.3,-10.5%,-0.5%,-7.5,1.4
COc1ccc(-c2cc(CNC(=O)CN3CCN(C)CC3)on2)cc1,2.3%,2.2%,-6.8%,-2.8,-1.4%,-3.0%,-0.3,-0.1
O=C(COc1ccccc1Cc1ccccc1)NCCCN1CCOCC1,-3.0%,6.8%,2.8%,-3.1,-11.0%,-2.3%,1.9,1.3
CC(C)[C@H](NC(=O)Nc1ccc(Oc2ccccc2)cc1)C(=O)O,-1.7%,6.2%,-6.3%,-0.8,-7.1%,-5.7%,-3.0,-0.2
C=C1CCN([C@H](C(=O)OCc2cccc(C)c2)C(C)C)S(=O)(=O)c2ccccc21,-14.6%,7.7%,-4.9%,-0.4,-6.6%,-13.5%,4.5,-0.5
Cc1ccccc1NC(=O)c1cccc2nccnc12,-18.8%,-15.8%,5.7%,-1.3,-4.0%,-9.2%,.,-1.1
CCc1ccccc1NC(=S)N(CCCN(C)C)Cc1cc2cc3c(cc2[nH]c1=O)OCO3,-4.5%,-1.2%,-1.8%,-3.6,-5.9%,8.2%[57.1 µM],-5.2,1.9
O=[N+]([O-])c1ccc(OCCCCN2CCc3ccccc3C2)cc1,-20.1%,5.7%,-12.5%,-0.5,-14.3%,6.1%,-10.4,-1.8
COc1cc2c(cc1OC)CN(C(=O)c1cc(Cl)nc(Cl)c1)CC2,4.3%,8.9%,-10.9%,1.0,-5.9%,-1.3%,-1.1,-0.3
Cc1ccc(OCC(=O)N(C)CC(=O)N(CC(C)C)c2c(N)n(CC(C)C)c(=O)[nH]c2=O)c(C)c1,-1.2%,-2.3%,-5.1%,0.8,5.2%,-2.0%,1.3,1.2
CCc1cccc(C)c1NC(=S)NCC1CCN(c2ccc(OC)cc2)C1 (stereo not given),-11.5%,-13.7%,-1.8%,2.1,?,-2.5%,0.6,1.9
O=C(CCC1CCCCC1)NCc1ccccn1,-4.6%,-1.1%,6.9%,1.7,-6.0%,-6.2%,-7.2,2.4
CCOC(=O)N1CCC(NC(=O)CS(=O)(=O)Cc2nc(-c3cccc(OC)c3)oc2C)CC1,-0.6%,12.2%,6.2%,-0.6,-3.8%,5.3%,.,-0.1
CCCCNC(=S)N(C)/N=C/c1ccc(OCc2ccc(C(=O)OC)cc2)c(OC)c1,3.1%,-3.8%,3.1%,0.7,-0.8%,-8.5%,2.4,-0.3
CC(=O)C1=C(C)Nc2ncnn2C1c1cccc(Br)c1 (stereo not given),7.5%,18.7%,-4.8%,-1.6,-5.7%,9.7%,4.7,-4.2
Cc1cccc2c1CCCC2=O,6.3%,-9.1%,3.5%,-0.3,1.6%,6.4%,-1.8,-0.3
COc1cccc(C(=O)N/N=C(\C)c2ccc(NC(=O)Cc3ccccc3)cc2)c1OC,-8.0%,-0.5%,4.6%,-0.4,-8.0%,3.2%,-1.3,-1.9
NS(=O)(=O)c1ccc(-c2ccc(/C=C3\NC(=S)NC3=O)o2)cc1,?,-0.1%,-6.2%,1.0,?,-31.4%,-65.9*,0.3
CCc1ccc(C2CC(c3cccc(OC)c3)n3nc(N)nc3N2)cc1 (stereo not given),-13.8%,3.6%,1.2%,-2.0,-7.5%,0.2%,1.3,-1.1
Cn1cnnc1SCC(C)(C)NS(=O)(=O)c1ccc(Cl)cc1,-19.4%,-4.0%,-11.9%,-0.7,0.7%,0.8%,8.7,1.0
Cc1occc1C(=O)N/N=C/c1ccc(-c2ccccc2)cc1,16.0%,2.5%,6.1%,0.9,-13.8%,14.3%,-23.8,0.4
O=C(NC1(C(F)(F)F)NC(=O)N(c2ccccc2)C1=O)c1cccs1 (stereo not given),15.4%,0.1%,-5.0%,1.2,-3.7%,7.9%,4.5,-0.1
CCOc1ccc(NC(=O)CSc2nc3ccccc3c(=O)n2CCCC(=O)NCC2CCCO2)cc1 (stereo not given),4.2%,-2.2%,7.2%,0.1,-5.9%,-1.0%,1.1,-2.7
O=C(NCCC1=CCCCC1)C(=O)NCC(c1ccco1)N1CCN(c2ccc(F)cc2)CC1 (stereo not given),6.8%,-11.9%,2.5%,-1.4,-9.1%,-1.7%,2.5,0.2
N=c1c(C(=O)NCC2CCCO2)cc2c(=O)n3ccccc3nc2n1C1CCCC1 (stereo not given),-0.3%,4.3%,1.7%,-0.5,0.6%,3.4%,-7.3,-1.3
O=C(Cn1c2ccccc2c(=O)c2cc([N+](=O)[O-])ccc21)Nc1ccccc1Cl,-1.6%,?,-2.8%,-4.7,-19.9%,-7.1%,-27.9,-0.6
O=C(NCc1ccc(F)cc1F)[C@@H]1CCCN1C(=O)[C@@H]1CCCN1C(=O)c1cccs1,-3.8%,1.6%,3.0%,-0.2,1.1%,0.8%,-0.7,0.7
N#Cc1c(N)oc(-c2ccco2)c1-c1ccco1,0.3%,7.7%,1.1%,-1.6,-14.3%,-35.2%,?,-0.3
CCCCNC(=O)NNC(=O)COc1cccc(C)c1C,0.9%,6.3%,9.2%,-1.9,-2.0%,-3.1%,6.3,0.4
CCN(CC)C(=O)c1ccccc1NC(=O)c1ccccc1C,-20.0%,16.2%,8.5%,-3.5,-15.7%,-33.3%,1.2,0.6
Cc1ccc(C(=O)NC(C#N)=C(Cl)Cl)cc1,-25.7%,12.2%,7.4%,-0.6,?,?,-11.3,-1.1
CCn1c(NC(=O)c2ccco2)c(-c2ccccc2Cl)c(=O)c2ccccc21,2.7%,2.5%,1.9%,-2.0,-1.1%,2.1%,.,-1.0
O=C1CN(C(=O)CNCc2cccc(Cl)c2)c2ccccc2N1,-9.0%,-5.3%,14.7%,-0.2,-26.3%,5.6%,0.4,0.3

# Screening data deposited in PubChem BioAssay by National Center for Advancing Translational Sciences (NCATS).
